Screens (PubChem BioAssay)
HIF act = HIF pathway transcriptional activation. U2OS HRE-luciferase reporter, luminescence; normalized: DMSO 0%, desferrioxamine 100%. activation, % at 7.5 µM (by protocol). hit rate 0.32% among 300,000. AID 1910;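 active = mean activation of at least 10% of the iron chelator positive control signal, with at least half of replicates also reaching 10%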
TRPC6 inh = blocks the mouse TRPC6 cation channel | Q61143 | HEK293-TRPC6, membrane potential dye, ACh-evoked depolarization; active compounds read low | B-score at 10 µM | hit rate 1.1% among 310,000 | AID 2553;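 active = B-score under library mean minus 3 SD, initial fluorescence not abnormally high, positive integrated signal ratio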;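 also: B-score derived from integrated fluorescence ratio over the kinetic read; more negative B-score means stronger inhibition of depolarization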
Target sequence (Q61143 whole entry, looked up): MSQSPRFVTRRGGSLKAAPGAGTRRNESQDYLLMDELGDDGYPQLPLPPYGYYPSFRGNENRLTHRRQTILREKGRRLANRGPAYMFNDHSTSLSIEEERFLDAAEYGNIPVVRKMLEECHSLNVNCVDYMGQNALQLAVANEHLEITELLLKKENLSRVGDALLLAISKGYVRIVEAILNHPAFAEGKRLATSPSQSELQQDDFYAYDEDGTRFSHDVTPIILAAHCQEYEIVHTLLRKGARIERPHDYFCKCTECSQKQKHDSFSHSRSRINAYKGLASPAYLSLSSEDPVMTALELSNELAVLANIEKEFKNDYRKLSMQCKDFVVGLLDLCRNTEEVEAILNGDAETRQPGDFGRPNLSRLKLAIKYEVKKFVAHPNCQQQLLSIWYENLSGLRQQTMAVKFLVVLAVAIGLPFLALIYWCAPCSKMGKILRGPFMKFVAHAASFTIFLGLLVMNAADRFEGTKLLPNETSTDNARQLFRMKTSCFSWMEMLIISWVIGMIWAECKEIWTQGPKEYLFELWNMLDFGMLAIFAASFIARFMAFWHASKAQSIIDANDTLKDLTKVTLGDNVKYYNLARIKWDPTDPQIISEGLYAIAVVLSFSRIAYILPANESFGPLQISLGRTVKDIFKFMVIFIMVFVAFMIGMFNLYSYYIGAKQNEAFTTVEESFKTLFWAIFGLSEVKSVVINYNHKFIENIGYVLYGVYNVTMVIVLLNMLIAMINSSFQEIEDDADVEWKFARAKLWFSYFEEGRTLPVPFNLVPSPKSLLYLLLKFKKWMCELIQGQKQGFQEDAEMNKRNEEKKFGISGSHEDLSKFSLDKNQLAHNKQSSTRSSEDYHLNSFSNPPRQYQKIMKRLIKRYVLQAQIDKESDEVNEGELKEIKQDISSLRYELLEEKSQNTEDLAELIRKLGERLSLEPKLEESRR
TRPC4 act = TRPC4 (mouse) channel activation. hit rate 0.49% among 310,000. HEK293 TRPC4beta/mu-opioid, Fluo4 calcium fluorescence; active compounds read high. Q9QUQ5. B-score at 10 µM. AID 2237;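 active = B-score above 5 SD of library B-scores, and initial fluorescence ratio not above library mean plus 5 SD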;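 also: positive B-score marks a calcium rise read as TRPC4 activation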
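Assay system: HEK293 cells stably co-expressing mouse TRPC4beta and mu-opioid receptor / Timing: Fluo4 dye loading 45 min at room temperature, 110 s recording / Signal: Fluo4 calcium-sensitive dye fluorescence, kinetic, 1 Hz baseline / Read-out: integrated baseline-normalised fluorescence ratio, converted to per-well B score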
TRPC4 inh = TRPC4 (mouse) channel inhibition | B-score at 10 µM | HEK293 TRPC4beta/mu-opioid, DAMGO-evoked Fluo4 calcium flux; active compounds read low | AID 2247 | Q9QUQ5 | hit rate 0.39% among 300,000;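 active = B-score over 3 SD under the library average, no early fluorescence shift, positive overall ratio signal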
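Assay system: HEK293 cells with stable TRPC4beta plus mu-opioid receptor expression; Probe or stimulus: DAMGO in two steps, submaximal then maximal; Dosing: single-point compound dosing; Measured by: Fluo4 calcium-dye fluorescence, kinetic read; Read-out basis: B score from integrated Fluo4 fluorescence ratio.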
TRPC6 act = mouse TRPC6 channel activation; Q61143; HEK293-TRPC6 membrane potential dye fluorescence; active compounds read high; B-score at 10 µM; hit rate 0.13% among 310,000;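 active = B-score of the integrated fluorescence ratio above library mean plus 3 SD, and starting fluorescence ratio within library mean plus 5 SD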;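 also: higher score means more depolarization so channel activation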
TRPC4 potent = TRPC4 (mouse) allosteric potentiation | hit rate 0.42% among 310,000 | HEK293 TRPC4beta/mu-opioid, DAMGO EC20, Fluo-4 Ca2+ flux; active compounds read high | Q9QUQ5 | B-score at 10 µM;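 active = B-score of calcium response area above 5 SD of library B-scores, with initial fluorescence ratio within 5 SD of library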;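 also: B-score of integrated fluorescence ratio over time as area under calcium response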
MrgX1 agonist = human MrgX1 receptor agonism, primary screen; MrgX1-HEK293 cells, Fluo-4 calcium fluorescence, agonist mode; active compounds read high; B-score at 10 µM; hit rate 0.44% among 310,000; AID 588627;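 active = calcium response B-score plate-corrected fluorescence ratio at least 3 library SD, with starting fluorescence B-score inside 5 SD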
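Assay system: MrgX1-expressing HEK293 cells / Amount: fifteen thousand cells per well / Doses: test compound in the initial addition of three / Timing: cells plated overnight, dye loaded 0.5 h 37 °C, 0.5 h room temperature / Technique: kinetic calcium dye fluorescence, Fluo-4 NW / Control set: positive and negative controls per plate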
PolyA inhibitor = blocks polyadenylation in yeast reporter cells; hit rate 0.02% among 300,000; AID 1875; calls only at 12 µM; S. cerevisiae SKY197-pL101 polyadenylation reporter, beta-gal luminescence; efflux-impaired pdr1/pdr3 knockout yeast; score 100 = 6 SD above DMSO;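 active = lowest replicate activity score at least 50, where 100 means six control SD above control mean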;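 also: yeast exposed to compound for 9 h at 30 °C; higher score means more reporter readthrough which indicates perturbed polyadenylation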
MrgX1 antag = antagonists of human MrgX1 receptor; MRGX1-HEK293 calcium flux, Fluo-4, BAM8-22 antagonism; active compounds read low; Q96LB2; hit rate 1.3% among 310,000; B-score at 10 µM;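 active = calcium-response B-score plate-corrected more than 3 library SD below zero, starting fluorescence within 5 deviations, no agonist response on first addition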;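 also: peak minus trough fluorescence over baseline after final BAM8-22 challenge near maximal dose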
MrgX1 PAM = allosterically activates human MrgX1 receptor signaling; MrgX1-HEK293, Fluo-4 calcium flux, FDSS; active compounds read high; B-score at 10 µM; hit rate 0.63% among 310,000;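 active = plate-corrected calcium response at least 3 library SD above typical, normal starting fluorescence, not activating the receptor alone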;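 also: compound read alongside a low EC10 to EC30 dose of BAM8-22 agonist; peak minus trough fluorescence over baseline measured at the second addition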
AI-2 QS mod = modulators of Vibrio harveyi AI-2 quorum sensing system; Vibrio harveyi JMH597 AI-2 luminescence/OD600 ratio, 9 h; active compounds read low; strain lacks LuxN and CqsS sensors; 0 = neutral-control median; activity change, % at 7.5 µM; hit rate 0.4% among 300,000; AID 2094; in the data active = activity change below about -75%, passing the limit was not always enough;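 also: luminescence divided by OD600 gain over 9 h not by final OD600 alone; inactives centre near 13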
The depositor's hits bear a star; i = inactive; nt = no result given. Some of the compounds tested (hit frequency here may not be typical).

SMILES | HIF act | TRPC6 inh | TRPC4 act | TRPC4 inh | TRPC6 act | TRPC4 potent | MrgX1 agonist | PolyA inhibitor | MrgX1 antag | MrgX1 PAM | AI-2 QS mod
Cc1occc1C(=O)N/N=C/c1ccc(Cl)c([N+](=O)[O-])c1 | 1.0 | i | i | i | i | i | i | i | i | i | 33.9
COc1ccc(-c2nnc(SC)o2)c(OC)c1 | 0.2 | i | i | i | i | i | i | i | i | i | 26.2
Cc1cc2c3c([nH]c2cc1S(=O)(=O)NCCCOC(C)C)CC(C)(C)CC3=O | 0.8 | i | i | i | i | i | i | i | i | i | 20.3
CC(C)CNc1cc(=O)n(C)c(=O)n1C | -0.3 | i | i | i | i | i | i | i | i | i | 15.1
CCN(Cc1ccccc1)C(=O)COC(=O)c1cc(=O)[nH]c2ccccc12 | 0.4 | i | i | i | i | i | i | i | i | i | 18.6
CCOC(=O)C1CCN(C(=O)CC(NS(=O)(=O)c2ccc(OC)cc2)C(C)C)CC1 (configuration not stated) | -0.6 | i | i | i | i | i | i | i | i | i | 36.0
O=C(CSc1nnc2scc(-c3ccccc3)n12)NCc1ccco1 | 3.4 | i | i | i | i | i | i | i | i | i | 4.2
Cc1ccccc1-n1c(N)c(C(=O)Nc2ccc(F)cc2)sc1=S | 0.2 | i | i | i | i | i | i | i | i | i | 14.9
CCc1nn(-c2ccccc2)c2c1-c1cc(OC)c(OC)cc1C1(N2)C(=O)Nc2ccccc21 (configuration not stated) | -0.3 | i | i | i | i | i | i | i | i | i | 20.6
O=C(Nc1ccc(N2CCCC(O)C2)cc1)c1snc2c(=O)[nH]cnc12 (configuration not stated) | 0.6 | i | i | i | i | i | i | i | i | i | 0.2
COc1ccccc1NC(=O)Cn1c(CN2CCCCC2)nc2ccccc2c1=O | -0.1 | i | i | i | i | i | i | i | i | i | 14.8
CC(=O)NCCn1c(SCc2cc(F)ccc2F)nc2ccccc2c1=O | -0.3 | i | i | i | i | i | i | i | i | i | 13.3

Already shown: entries from further up.
SMILES | HIF act | TRPC6 inh | TRPC4 act | TRPC4 inh | TRPC6 act | TRPC4 potent | MrgX1 agonist | PolyA inhibitor | MrgX1 antag | MrgX1 PAM | AI-2 QS mod
Cc1occc1C(=O)N/N=C/c1ccc(Cl)c([N+](=O)[O-])c1 | 1.0 | i | i | i | i | i | i | i | i | i | 33.9
COc1ccc(-c2nnc(SC)o2)c(OC)c1 | 0.2 | i | i | i | i | i | i | i | i | i | 26.2

(more compounds)
SMILES | HIF act | TRPC6 inh | TRPC4 act | TRPC4 inh | TRPC6 act | TRPC4 potent | MrgX1 agonist | PolyA inhibitor | MrgX1 antag | MrgX1 PAM | AI-2 QS mod
O=C(OCC(=O)N1CCN(c2ccccc2)CC1)C1=COCCO1 | 0.3 | i | i | i | i | i | i | i | i | i | 4.1
COc1ccc2[nH]c(C(=O)O)c(NC(=O)c3cc(OC)c(OC)c(OC)c3)c2c1 | -2.5 | i | i | i | i | i | i | i | i | i | 18.6
CCOC(=O)c1c(NC(=O)C2C3CCC(O3)C2C(=O)O)sc2c1CCCC2 (configuration not stated) | 0.1 | i | i | i | i | i | i | i | i | i | 17.5
CC(C)CC(=O)c1c[nH]c(C(=O)NCc2cccs2)c1 | -0.1 | i | i | i | i | i | i | i | i | i | 23.1
O=C(Nc1ncnc2c1CCC2)C12CC3CC(CC(C3)C1)C2 | nt | i | i | i | i | i | i | i | i | i | 21.7
CCCNC(=O)CC1Sc2ccccc2NC1=O (configuration not stated) | 0.6 | i | i | i | i | i | i | i | i | i | 17.9
CC(=O)c1ccc(NC(=O)CSc2nnc(-c3ccco3)c(-c3ccco3)n2)cc1 | -0.3 | i | i | i | i | i | i | i | i | i | 21.5
CC(C)c1cc(CNC(=O)C2CCC(=O)N(CCc3ccc(Cl)cc3)C2)on1 (configuration not stated) | 0.3 | i | i | i | i | i | i | i | i | i | 30.9
CCc1nnc(NC(=O)C2CCCN2C(=O)Nc2ccccc2OC)s1 (configuration not stated) | -0.6 | i | i | i | i | i | i | i | i | i | 5.8
Cc1ccc(C2=NOC(C)(c3nnc(-c4ccc(F)cc4)o3)C2)cc1 (configuration not stated) | -0.2 | i | i | i | i | i | i | i | i | i | 12.8
COc1ccc(C)cc1NC(=O)COCC(=O)O | -0.1 | i | i | i | i | i | i | i | i | i | 13.8
CC(NC(=O)c1cc(=O)[nH]c2ccccc12)c1ccc(F)cc1F (configuration not stated) | -1.0 | i | i | i | i | i | i | i | i | i | 19.9
Cc1cc(Nc2nc3ccccc3nc2Cl)n(-c2ccc([N+](=O)[O-])cc2)n1 | 0.3 | i | i | i | i | i | i | i | i | i | 20.1
Cc1ncc(CO)c2c1Oc1nc(-c3ccccc3)nc(SCC(=O)Nc3cccc(O)c3)c1C2 | 2.7 | i | i | i | i | i | i | i | i | i | 16.3
COc1cc(NC(=O)COC(=O)c2ccccc2F)cc(OC)c1 | -0.1 | i | i | i | i | i | i | i | i | i | -8.3
O=C(CSc1nnc(CN2CCOCC2)n1-c1ccccc1)N1CCc2ccccc21 | -0.2 | i | i | i | i | i | i | i | i | i | 22.8
CCn1c(=O)c(C(=O)NCCc2ccc(Cl)cc2)c(O)c2ccccc21 | -1.7 | i | i | i | i | i | i | i | i | i | -0.3
COc1ccccc1-n1c(SCC(=O)Nc2ccc(C)cc2)nc(O)cc1=O | -2.3 | i | i | i | i | i | i | i | i | i | 32.5
Cc1ccccc1OCC(O)CN1CCN(c2ccc(Cl)cc2)CC1 (configuration not stated) | 0.0 | i | i | i | i | i | i | i | i | i | 7.3
CC1CCCN(CCCNC(=O)CN2C(=O)COc3ccccc32)C1 (configuration not stated) | 0.5 | i | i | i | i | i | i | i | i | i | 20.3
Cc1ccc(OCCN(C)C(=O)C2CCC(=O)N(Cc3ccccc3F)C2)cc1 (configuration not stated) | -0.1 | i | i | i | i | i | i | i | i | i | 36.8
Cc1cc(C(=O)OCC(=O)N(CC(C)C)c2c(N)n(Cc3ccccc3)c(=O)[nH]c2=O)c(C)o1 | -0.7 | i | i | i | i | i | i | i | i | i | 9.8
O=C(CCC(=O)N1CCN(c2ccc(F)cc2)CC1)c1ccc(F)cc1 | 0.4 | i | i | i | i | i | i | i | i | i | 1.0
CCSc1nnc(NC(=O)C2CC(=O)N(Cc3ccccc3)C2)s1 (configuration not stated) | -0.7 | i | i | i | i | i | i | i | i | i | 32.6
Cc1cc2nn(-c3ccc(Cl)cc3)nc2cc1N | 7.5 | i | i | i | i | i | i | i | i | i | 49.0
Cc1ccc(NC(=S)N(CCN2CCCCC2)Cc2ccco2)cc1Cl | -0.3 | i | i | i | i | i | i | i | i | i | 7.2
Cc1ccc(N2C(=O)C(CC(=O)Nc3cccc(F)c3)N(CCc3ccncc3)C2=O)cc1 (configuration not stated) | -0.1 | i | i | i | i | i | i | i | i | i | 4.0
Cc1ccccc1NS(=O)(=O)c1ccc2c(c1)oc(=O)n2C | 1.9 | i | i | i | i | i | i | i | i | i | 14.3
CN(C)c1ccc(NC(=O)CN2CCN(S(=O)(=O)c3cc(Cl)ccc3Cl)CC2)cc1 | -0.5 | i | i | i | i | i | i | i | i | i | 27.1
O=C(c1ccccc1)c1ccc2c(c1)OCCCO2 | 0.1 | i | i | i | i | i | i | i | i | i | 16.0
CCC(=O)c1cn(CC(=O)Nc2cc(C)ccc2C)c2ccccc12 | -1.0 | i | i | i | i | i | i | i | i | i | -0.5
CCCn1c(=O)c(C(=O)NCC2CCCO2)c(O)c2ccccc21 (configuration not stated) | 0.8 | i | i | i | i | 16* | i | i | i | i | 1.5
COc1ccc(CC(NC(C)=O)C(=O)NC2CCN(S(=O)(=O)c3ccc(NC(C)=O)cc3)CC2)c(OC)c1 (configuration not stated) | -0.2 | i | i | i | i | i | i | i | i | i | 14.5
COc1ccc(OCc2cc(C(=O)NCc3nc(C)cs3)no2)c(Cl)c1 | 1.9 | i | i | i | i | i | i | i | i | i | 21.8
Cc1ccc(N=Cc2c(O)n(-c3ccc4c(c3)OCO4)c(=O)c3ccccc23)cc1 | 0.0 | i | i | i | i | i | i | i | i | i | -3.5
Cc1ccc(N)c(C(O)(C(F)(F)F)C(F)(F)F)c1 | nt | i | i | i | i | i | i | i | i | i | 36.7
O=C1CC(c2ccccc2Cl)=NN(c2ncnc3ccccc23)C1=O | 0.2 | i | i | i | i | i | i | i | i | i | 28.7
COC(=O)c1c(SCC(=O)Nc2ccc(C)cc2)nc(=O)[nH]c1C | -0.1 | i | i | i | i | i | i | i | i | i | 34.7
CCCNC(=O)c1c(N)n(-c2cccc(OC)c2)c2nc3ccccc3nc12 | -0.6 | i | i | i | i | i | i | i | i | i | 13.6
CCSc1nc2c(cnn2-c2ccc(C)c(C)c2)c(=O)[nH]1 | -0.3 | i | i | i | i | i | i | i | i | i | 5.6
CC(C)N(CCO)Cc1nc(C(c2ccccc2)c2ccccc2)no1 | 0.1 | i | i | i | i | i | i | i | i | i | 8.7
Cc1cc(-c2nnc(SCC(=O)Nc3ccccc3C(F)(F)F)o2)c(C)n1-c1ccccc1 | 0.1 | i | i | i | i | i | i | i | i | i | 25.8
COc1cccc(NC(=O)c2nn(-c3ccc(OC)cc3OC)c(=O)c3ccccc23)c1 | 0.1 | i | i | i | i | i | i | i | i | i | 16.7
Cc1cc(NC(=O)COC(=O)C2CCC2)no1 | -0.1 | i | i | i | i | i | i | i | i | i | 7.6
NC(=O)CN1CCN(S(=O)(=O)c2ccc(Cl)cc2)CC1 | -0.2 | i | i | i | i | i | i | i | i | i | -0.8
CCCCOc1ccc(-c2ncc([N+](=O)[O-])cn2)cc1 | 1.4 | i | i | i | i | i | i | i | i | i | 41.7
Cc1ccc(N2CCN(C(=O)N3CCCC3)CC2)cc1C | 0.0 | i | i | i | i | i | i | i | i | i | 14.5
N#Cc1c(NC(=S)NC(=O)c2ccccc2)sc2c1CCCC2 | 1.2 | i | i | i | i | i | i | i | i | i | 2.9
O=C1OC2(CCCC2)OC(=O)C1=Cc1c[nH]c2ccccc12 | -0.1 | i | i | i | i | i | i | nt | i | i | 30.2
Fc1ccc(-c2csc(/C=C/c3ccc4c(c3)OCO4)n2)cc1 | 1.2 | i | i | i | i | i | i | i | i | i | 0.0
